Myeloid diff 2 = compounds promoting myeloid differentiation | AID 624256 | 360,000 compounds, 1% hits | calls only at 10 µM | ER-HoxA9 myeloid progenitors, lysozyme-GFP differentiation, flow cytometry;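 active means normalized GFP-positive differentiation at or above the plate's own cutoff, the solvent-only control mean plus 3 SD; inconclusive means no clear call, values can overlap the other calls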;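 further: cells exposed to compound for four days before flow analysis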
bCat nuc transl = beta-catenin nuclear translocation modulation; HeLa beta-catenin nuclear translocation, immunofluorescence imaging; nuclear translocation activity, % at 5 µM; 190,000 compounds, 0.3% hits; AID 1665;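 active means nuclear translocation activity above 50% at 5 µM, with a well cell count of 50 or more; inconclusive means wells under 50 cells across six images, flagged as toxic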;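 further: per-cell ratio of nuclear to cytoplasmic median beta-catenin stain intensity; plate controls were DMSO negative control for no effect and GSK-3 inhibitor IX positive control for full effect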
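test system = HeLa cells, endogenous beta-catenin | dosing = single 5 µM dose plus 0.02–20 µM confirmation series | times = compound treatment 24 h, 37°C, 5% CO2 | technique = beta-catenin immunofluorescence imaging with DAPI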
Lipid droplet = modulators of hepatic lipid droplet formation. AML12 mouse hepatocytes, oleate lipid droplets, BODIPY imaging. inhibition, % at 6.5 µM. 240,000 compounds, 0.4% hits. AID 1656;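 active means lipid droplet intensity inhibited by at least 50%, with more than 500 cells counted; inconclusive means wells with under 300 cells, treated as cytotoxic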
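Assay system: AML12 hepatocytes (mouse) / Also added: 100 µM oleic acid challenge / Times: overnight treatment with compound plus oleate / Detection: high-content imaging of BODIPY-stained droplets and DAPI nuclei / Evaluation: % inhibition of lipid droplet signal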
WT yeast gro inh = growth inhibition of WT yeast, mitochondrial fusion screen | 190,000 compounds, 2.1% hits | inhibition, % at 10 µM | mitochondrial fusion phenotypic screen, WT strain | AID 1362; in the data active means inhibition above about 58%; tested in S. cerevisiae
MT stabilize HCS = microtubule stabilization, imaging screen; HeLa tubulin immunostaining HCS, 24 h; share of cells brighter than vehicle mean+2SD; % tubulin-high responders, % at 10 µM; 200,000 compounds, 0.83% hits;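 active means plate Z-score above 3 for both tubulin-high and condensed-nucleus cell shares, with cell loss under 80%, at 10 µM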;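 further: anti alpha tubulin signal scored within the nucleus-defined area of each cell; some results filed as inactive read as strong as hits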
T cell HTS = modulates CD8 T cell binding to vesicles; 2C CD8+ T cell-vesicle binding, flow cytometry; hits give low values; calls only at 7 µM; 330,000 compounds, 0.068% hits;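 active means response, share of CD8 T cells binding vesicles, and their 90th percentile fluorescence all below set limits, cut at about 80% in these data, passing the limit was not always enough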
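Benchmarks: naked versus QL9-loaded vesicles / Assay system: purified 2C TCR transgenic mouse naive CD8+ T cells / Technique: high-throughput flow cytometry with anti-B7-1 and anti-CD8 staining / Timing: Cell–vesicle co-incubation 1.5 h at 37 °C, staining 20 min on ice / Read-out: percent CD8+ FL2 mean versus row control / Probe or stimulus: QL9-loaded Drosophila micro-vesicles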
Autophagy mod = autophagy modulation, high-content screen; MEF GFP-LC3 puncta imaging; test concentration mostly 10 µM; calls only at 10 µM (by protocol); 190,000 compounds, 0.98% hits; AID 463193;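 active means percentage of spot-positive cells more than 3 SD above its plate mean, without a fluorescence outlier flag or 80% toxicity; inconclusive means no clear call, values can overlap the other calls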;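 further: spot-positive cell cutoff set from DMSO-treated cells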
Insulin prom up = MIN6 insulin promoter up-regulation. MIN6 insulin promoter-GFP reporter, high-content imaging; hits give high values. z-score at 5 µM. 190,000 compounds, 0.3% hits;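 active means z-score above 3 at 5 µM with at least 500 cells counted in the well; inconclusive means wells under 500 cells, flagged as cytotoxic or low count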
West Nile antiviral = West Nile virus antiviral activity, cell-based, CPE readout (AID 1621); West Nile virus-infected cells, CPE inhibition; higher % means a stronger effect; CPE inhibition, % at 10 µM; hits with a dose series show IC50 in µM; 290,000 compounds, 0.02% hits; in the data active means a potency from the dose series; inconclusive means CPE inhibition mostly from about 3.7% at the one dose, without a potency; inactive means the rest, 99 in 100 with CPE inhibition below about 2.2%; further: strong numbers were not always called active
WT yeast gro inh mutant strain = also measured in WT yeast gro inh; calls as there; inhibition, %; mitochondrial fusion phenotypic screen, mutant strain inhibition
Insulin prom up cell count = further read-out of Insulin prom up, marked with its call; cell count; measured here: cytotoxicity, nuclei count;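 total cells summed across four imaged fields per well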
Lipid droplet cells 6.5 µM = also measured in Lipid droplet; calls as there; cell count; measured here: cell count, cytotoxicity flag;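 cells counted across two imaged fields per well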
bCat nuc transl cell count 5 µM = further read-out of bCat nuc transl, marked with its call; cell count; measured here: cell count, cytotoxicity flag
T cell HTS vesicle-bound % = recorded beside T cell HTS, whose call it bears; double positive events, %; measured here: CD8+ vesicle-bound cell fraction;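 binding gate set so that unloaded-vesicle control wells show 10% double positive cells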
MT stabilize HCS Hoechst-high % = second read-out of MT stabilize HCS, no call of its own (marks repeat the call); % Hoechst-high responders; measured here: nuclear condensation Hoechst responders;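 share of cells brighter than vehicle mean plus two SD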
MT stabilize HCS cytotoxicity % = second read-out of MT stabilize HCS, no call of its own (marks repeat the call); toxicity, %; measured here: cytotoxicity by cell density;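 0% = mean cell density of plate MIN control wells and 100% = no cells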
Autophagy mod cell loss 18 h = further read-out of Autophagy mod, marked with its call; toxicity, %; measured here: cell loss, nuclei count;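 cell loss after 18 h compound exposure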
Myeloid diff 2 GFP+ MAC1+ % = also measured in Myeloid diff 2; calls as there; GFP+ MAC1+ double positive, %; measured here: differentiation confirmed by MAC1 staining
The depositor's hits bear a star; i = inactive; ? = inconclusive; . = not tested or not shown; + = active, no number. This is a random part of the collection; any-hit rate near 3.9%.

SMILES | Myeloid diff 2 | Myeloid diff 2 GFP+ MAC1+ % | bCat nuc transl | bCat nuc transl cell count 5 µM | Lipid droplet | Lipid droplet cells 6.5 µM | WT yeast gro inh | WT yeast gro inh mutant strain | MT stabilize HCS | MT stabilize HCS Hoechst-high % | MT stabilize HCS cytotoxicity % | T cell HTS | T cell HTS vesicle-bound % | Autophagy mod | Autophagy mod cell loss 18 h | Insulin prom up | Insulin prom up cell count | West Nile antiviral
CCOc1ccc(S(=O)(=O)NCc2cccnc2)c2ccccc12 | i | 2.0 | . | . | -6 | 650 | . | . | . | . | . | i | 46 | . | . | . | . | -0.6%
O=C(Nc1ccc(C(=O)N2CCOCC2)cc1)c1ccc([N+](=O)[O-])cc1 | i | 1.7 | . | . | -6 | 800 | . | . | . | . | . | i | 19 | . | . | . | . | -0.6%
COc1ccc(N2CCN(C3CCCN(C(=O)c4cccc(C)n4)C3)CC2)cc1 (stereo not drawn) | i | 1.2 | . | . | -10 | 774 | . | . | . | . | . | i | 65 | . | . | . | . | -0.6%
CCC(O)(CC)C(=O)NN(C(=O)CCl)c1ccccc1 | i | 0.1 | -2.8 | 604 | -2 | 650 | -2 | 4 | 1.9 | 3.8 | 6.1 | i | 49 | i | -5 | 0.04 | 1258 | -0.5%
O=C(NC1CCCCCCC1)c1ccccc1-c1ccccc1 | i | 0.7 | 2.7 | 553 | -20 | 738 | 4 | -6 | 3.3 | 1.3 | 8.3 | i | 47 | i | -6 | 0.17 | 1183 | -1.8%
CCCCN(C)C(=O)c1c[nH]c2ccc(S(=O)(=O)N3CCOCC3)cc2c1=O | i | 1.6 | 0.8 | 1079 | -11 | 750 | 5 | -4 | 2.3 | 2.8 | 12 | i | 39 | i | 9 | -0.1 | 1149 | 0.4%
CCOC(=O)C(O)(C1C(=O)CC(C)(C)CC1=O)C(F)(F)F (stereo not drawn) | i | 1.3 | 1.3 | 1109 | . | . | 9 | 7 | 2.2 | 2.1 | 1.3 | i | 18 | i | 5 | 0.56 | 1238 | 0.0%
COc1cccc(NS(=O)(=O)NC(=O)c2cn(C)c3ccccc23)c1 | i | 0.4 | . | . | 20 | 757 | . | . | . | . | . | i | 17 | . | . | . | . | 0.2%
COc1ccc(CC(=O)NNC(=O)c2c(-c3ccccc3Cl)noc2C)cc1OC | i | 0.9 | 0.1 | 1329 | -6 | 694 | . | . | . | . | . | i | 59 | . | . | 0.03 | 1191 | 0.1%
Cc1ccc(C)c(OCc2cc(C(=O)N(C)Cc3ccccn3)no2)c1 | i | 5.5 | . | . | -29 | 760 | . | . | . | . | . | i | 25 | . | . | . | . | -0.2%
Oc1ccc(/C=N/Nc2ccc(C(F)(F)F)cn2)cc1O | . | . | 6.6 | 938 | -8 | 691 | -24 | -5 | 4.1 | 4.5 | 7.2 | . | . | i | 20 | -2.1 | 1006 | -0.9%
CCC(C)(C)NC(=O)C1CCN(c2nc(C)cc(C)n2)CC1 | i | 2.4 | -1.0 | 714 | . | . | -12 | -8 | 4.9 | 2.2 | 8.3 | i | 58 | i | -8 | 2.4 | 1209 | -0.1%
CC(=O)Nc1ccc2c(c1)C(=O)N(c1ccc(C)cc1)C2=O | i | 1.7 | . | . | 20 | 806 | 1 | -8 | 3.7 | 2.5 | 8.9 | i | 49 | i | 4 | . | . | 0.4%
CSCCC(NC=C1C(=O)OC(C)(C)OC1=O)C(=O)O (stereo not drawn) | i | 0.5 | . | . | . | . | -15 | -13 | 3.8 | 2.3 | 5.2 | i | 33 | i | 8 | . | . | 0.5%
COc1ccccc1C1NC=C([N+](=O)[O-])C=C1[N+](=O)[O-] (stereo not drawn) | i | 0.6 | -2.1 | 548 | -12 | 664 | 8 | -9 | 3.5 | 2.7 | 2.8 | i | 53 | i | 2 | -0.06 | 1100 | -0.6%
Cc1cc(NC(=O)CCC(=O)NNC(=O)c2ccc(C(C)(C)C)cc2)no1 | i | 0.4 | -4.0 | 574 | 21 | 706 | 3 | -13 | 1.7 | 4.5 | 8.3 | i | 24 | i | -11 | 0.68 | 1275 | 0.4%
Cc1ccc(OCCCn2c(=O)sc3ccccc32)cc1 | i | 1.5 | 0.1 | 1378 | . | . | 19 | 18 | 2.9 | 1.4 | 4.1 | i | 54 | i | -7 | -0.23 | 1545 | -0.3%
CC(C)(C)C(=O)Nc1ccc(S(=O)(=O)Nc2ccccn2)cc1 | i | 0.6 | -0.2 | 1527 | -11 | 708 | -1 | -6 | 3.9 | 1.4 | 13 | i | 49 | i | -8 | -0.43 | 1503 | -0.2%
CCn1c(SCC(=O)c2cc(OC)ccc2OC)nnc1C1CC1 | i | 0.8 | -2.4 | 1019 | . | . | . | . | 4.5 | 3.1 | 6.0 | i | 51 | i | -10 | -0.15 | 1212 | -0.3%
O=S(=O)(NCCc1ccccc1)c1ccc(Br)cc1 | i | 0.4 | . | . | -2 | 827 | . | . | . | . | . | i | 59 | . | . | . | . | 0.0%

Limited to Myeloid diff 2 GFP+ MAC1+ % and Autophagy mod cell loss 18 h, for some of the entries so far:
canonical_smiles	Myeloid diff 2 GFP+ MAC1+ %	Autophagy mod cell loss 18 h
CSCCC(NC=C1C(=O)OC(C)(C)OC1=O)C(=O)O (stereo not drawn)	0.5	8
CCC(C)(C)NC(=O)C1CCN(c2nc(C)cc(C)n2)CC1	2.4	-8

Further compounds:
SMILES | Myeloid diff 2 | Myeloid diff 2 GFP+ MAC1+ % | bCat nuc transl | bCat nuc transl cell count 5 µM | Lipid droplet | Lipid droplet cells 6.5 µM | WT yeast gro inh | WT yeast gro inh mutant strain | MT stabilize HCS | MT stabilize HCS Hoechst-high % | MT stabilize HCS cytotoxicity % | T cell HTS | T cell HTS vesicle-bound % | Autophagy mod | Autophagy mod cell loss 18 h | Insulin prom up | Insulin prom up cell count | West Nile antiviral
CN(C)c1nc(NCc2ccccc2)nc(SCC(=O)Nc2ccccc2Cl)n1 | i | 0.8 | -1.2 | 889 | -4 | 696 | -4 | 8 | 2.6 | 3.3 | 7.3 | i | 30 | i | 0 | . | . | -1.1%
Cn1c(=O)c(NCCc2ccccc2)c2c3c(cccc31)C(=O)c1ccccc1-2 | + | 20* | -7.4 | 1234 | -17 | 758 | 32 | -8 | 2.6 | 1.4 | 5.9 | i | 58 | ? | . | . | . | 0.3%
CCN(c1ccccc1)S(=O)(=O)c1ccc2[nH]cc(C(=O)N3CCOCC3)c(=O)c2c1 | i | 1.2 | 0.4 | 1104 | 8 | 775 | -18 | -10 | 3.9 | 2.1 | 4.6 | i | 33 | i | -3 | 1.1 | 1359 | 0.5%
COc1cccc(NC(=O)C(=O)NCCc2ccc(F)cc2)c1 | i | 0.3 | 1.9 | 1335 | 1 | 591 | . | . | . | . | . | i | 50 | . | . | -0.09 | 1075 | 0.7%
CN(C)c1nc(Oc2ccc(OCCOc3ccccc3)nn2)nc(N(C)C)n1 | i | 0.4 | -1.3 | 1056 | -16 | 696 | -6 | 6 | 3.9 | 1.2 | 9.2 | i | 31 | i | -21 | . | . | -0.4%
Cn1nc(-c2ccccc2F)c2cc(C(=O)N3CCN(C(=O)c4ccco4)CC3)sc21 | i | 1.5 | . | . | . | . | . | . | 3.3 | 3.1 | 7.0 | i | 29 | i | 4 | . | . | 1.9%
O=S(=O)(Nc1ccccc1Cl)c1cc(NC(=S)NCCN2CCOCC2)ccc1Cl | i | 0.4 | . | . | 18 | 802 | . | . | . | . | . | i | 29 | . | . | . | . | 0.8%
O=C(CN1CCN(c2ccccc2F)CC1)c1ccc2cc[nH]c2c1 | i | 3.4 | . | . | . | . | 5 | -3 | 7.2 | 2.8 | 3.2 | i | 23 | i | 1 | -0.32 | 840 | .
CCN1CCN(c2ccc(S(=O)(=O)N3CCCCC3)cc2NC(=O)Cc2c(F)cccc2Cl)CC1 | i | 1.3 | . | . | -2 | 626 | . | . | . | . | . | i | 17 | . | . | . | . | 0.5%
COc1ccc2c(c1)N(C(=O)CN1C(=O)C3CCCCC3C1=O)C(C)(C)C=C2C (stereo not drawn) | i | 1.2 | 1.6 | 509 | -26 | 713 | 24 | 21 | 3.0 | 1.1 | 4.7 | i | 42 | i | -6 | 0.24 | 1238 | -0.6%
O=C(N/N=C/c1c[nH]c2ccccc12)C1CC1(c1ccccc1)c1ccccc1 (stereo not drawn) | i | 1.0 | -1.3 | 1112 | -4 | 658 | 81* | 6.8* | 4.7 | 1.4 | 16 | i | 23 | i | 16 | -0.29 | 1632 | -0.7%
COc1ccc(C(=O)c2nccc3ccccc23)cc1 | i | 0.5 | -2.4 | 1074 | 7 | 704 | -18 | 5 | 7.4 | 3.0 | 10 | i | 32 | i | 6 | 0.47 | 1227 | 0.7%
CC(C)CNC(=O)NC(=O)COC(=O)Cn1cnc2ccccc2c1=O | i | 1.2 | -1.3 | 1158 | 30 | 698 | -2 | 1 | 3.2 | 1.7 | 2.2 | i | 26 | i | 15 | . | . | 0.7%
CC(=O)Nc1ccc(NC(=S)NC(=O)/C=C/c2ccc(Cl)cc2)cc1 | ? | . | 1.2 | 1152 | 20 | 773 | 10 | 4 | 4.1 | 1.5 | 4.0 | i | 46 | i | 19 | . | . | -0.1%
O=C(NCCc1ccco1)C(=O)NCC1OCCCN1S(=O)(=O)c1cc(F)ccc1F (stereo not drawn) | i | 1.2 | . | . | 9 | 725 | . | . | . | . | . | i | 9 | . | . | . | . | -0.8%
Cc1onc(-c2ccccc2Cl)c1C(=O)NC(=S)NCc1cccnc1 | i | 0.4 | 3.6 | 885 | -1 | 612 | 2 | 3 | 6.3 | 1.6 | 9.3 | i | 45 | i | -24 | -0.44 | 1498 | 0.2%

High-throughput results: PubChem BioAssay, several laboratories
